GSTO1 inh – inhibitors of recombinant GSTO1, primary screen, counter-screen for RBBP9 inhibitor project, biochemical, fluorescence polarization | activity-based probe fluorescence polarization | inhibition, % at 5.96 µM | 300,000 tested, 1.1% active | Glutathione S-transferase omega-1 (Homo sapiens), P78417;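 active = inhibition above the campaign mean inhibition plus 3 SD, cut at about 35% in these data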;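 note: 0% = GSTO1-1 with DMSO and 100% = wells lacking GSTO1-1 enzyme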
PAFAH1B2 FP inh – PAFAH1B2 enzyme inhibitors, primary screen, biochemical, fluorescence polarization, human | Platelet-activating factor acetylhydrolase IB subunit alpha2 (Homo sapiens), P68402 | recombinant PAFAH1B2, FP-rhodamine activity probe | inhibition, % at 3.39 µM | 340,000 tested, 1.2% active | AID 492953, 2010;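 active = inhibition above the mean of all tested compounds plus 3 SD, cut at about 24% in these data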;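 note: 0% = enzyme with DMSO and 100% = wells lacking PAFAH1B2; many of its hits are not listed in these tables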
Target sequence (P68402 whole entry, looked up): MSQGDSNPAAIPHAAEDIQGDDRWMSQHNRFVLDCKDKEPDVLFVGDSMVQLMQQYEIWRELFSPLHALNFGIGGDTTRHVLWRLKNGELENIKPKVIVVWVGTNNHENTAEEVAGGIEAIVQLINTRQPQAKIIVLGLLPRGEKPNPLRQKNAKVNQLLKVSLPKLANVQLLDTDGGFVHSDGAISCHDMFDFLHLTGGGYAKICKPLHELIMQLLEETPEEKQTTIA
PREPL inhibitor – PREPL enzyme inhibitors, primary screen, biochemical, fluorescence polarization. recombinant PREPL, fluorescence polarization activity-based probe. 320,000 tested, 0.68% active. inhibition, % at 5.96 µM. Prolyl endopeptidase-like (Homo sapiens), Q4J6C6; in the data active = inhibition above about 43%;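 note: 0% = enzyme with DMSO and 100% = wells lacking enzyme; many of its hits are not listed in these tables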
PAD4 inh – human PAD4 inhibitors, primary screen, biochemical, fluorescence polarization, 1536-well format | recombinant PAD4, RCA probe fluorescence polarization | AID 485272, 2010 | 330,000 tested, 0.41% active | inhibition, % at 6.36 µM;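 active = percent inhibition above a cutoff equal to the mean of all tested compounds plus 3 SD, cut at about 15% in these data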;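 note: 0% = PAD4 with RCA probe and DMSO and 100% = probe without PAD4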
LYPLA2 counter – LYPLA2 inhibitors, primary screen, counter-screen for PME1 inhibitor project, biochemical, fluorescence polarization, FP-Rh probe ABPP | Acyl-protein thioesterase 2 (Homo sapiens), O95372 | recombinant LYPLA2 | inhibition, % at 5.9 µM | 320,000 tested, 0.38% active | AID 2177, 2009;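 active = inhibition above the screen-wide mean plus 3 SD, limit set per campaign, cut at about 26% in these data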;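 note: 0% = LYPLA2 with DMSO and 100% = wells lacking LYPLA2 enzyme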
Target sequence (O95372 whole entry, looked up): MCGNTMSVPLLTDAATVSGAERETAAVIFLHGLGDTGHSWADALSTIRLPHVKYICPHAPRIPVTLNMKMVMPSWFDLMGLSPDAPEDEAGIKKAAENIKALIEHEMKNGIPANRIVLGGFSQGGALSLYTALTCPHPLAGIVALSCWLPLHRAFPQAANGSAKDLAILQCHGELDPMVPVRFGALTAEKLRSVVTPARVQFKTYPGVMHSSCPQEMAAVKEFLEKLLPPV
PAFAH2 inh – PAFAH2 enzyme inhibitors, primary screen, biochemical, fluorescence polarization, human | recombinant PAFAH2, FP-rhodamine activity probe | 340,000 tested, 0.99% active | inhibition, % at 3.39 µM;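 active = inhibition above the mean over all tested compounds plus 3 SD, cut at about 30% in these data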;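 note: inhibitors block probe labeling of enzyme so polarization drops; 0% = enzyme with DMSO and 100% = wells lacking PAFAH2 protein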
pPAFAH inh – pPAFAH enzyme inhibitors, primary screen, biochemical, fluorescence polarization, human. Platelet-activating factor acetylhydrolase (Homo sapiens), Q13093. recombinant pPAFAH, FP-rhodamine probe fluorescence polarization. inhibition, % at 3.39 µM. 330,000 tested, 1.5% active. AID 463082, 2010;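 active = inhibition above the mean inhibition across the screen plus 3 SD, cut at about 25% in these data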;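 note: inhibitors block binding of the rhodamine activity-based probe so polarization drops; 0% = enzyme with DMSO and 100% = wells lacking pPAFAH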
Target sequence (Q13093 whole entry, looked up): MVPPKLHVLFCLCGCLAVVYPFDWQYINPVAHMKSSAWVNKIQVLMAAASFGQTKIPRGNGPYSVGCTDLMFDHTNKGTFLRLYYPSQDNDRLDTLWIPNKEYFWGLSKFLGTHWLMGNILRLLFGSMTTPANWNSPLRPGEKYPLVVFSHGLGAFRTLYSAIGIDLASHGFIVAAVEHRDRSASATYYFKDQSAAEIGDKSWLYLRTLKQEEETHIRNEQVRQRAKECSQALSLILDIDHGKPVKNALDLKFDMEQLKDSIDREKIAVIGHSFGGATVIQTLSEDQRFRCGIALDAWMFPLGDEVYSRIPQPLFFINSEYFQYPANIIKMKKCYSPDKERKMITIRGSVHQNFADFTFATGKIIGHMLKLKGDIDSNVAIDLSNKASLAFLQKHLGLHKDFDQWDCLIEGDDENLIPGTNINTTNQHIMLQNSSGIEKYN
LYPLA1 counter – LYPLA1 inhibitors, primary screen, counter-screen for PME1 inhibitor project, biochemical, fluorescence polarization, FP-Rh probe ABPP; Acyl-protein thioesterase 1 (Homo sapiens), O75608; recombinant LYPLA1; inhibition, % at 5.9 µM; 320,000 tested, 0.16% active;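 active = inhibition above the mean of all tested compounds plus 3 SD, set per campaign, cut at about 14% in these data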;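 note: inhibitors block serine hydrolase probe labeling of LYPLA1 so polarization falls; 0% = enzyme with DMSO and 100% = wells lacking LYPLA1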
PAFAH1B3 FP inh – PAFAH1B3 enzyme inhibitors, primary screen, biochemical, fluorescence polarization, human; Platelet-activating factor acetylhydrolase IB subunit alpha1 (Homo sapiens), Q15102; recombinant PAFAH1B3, FP-rhodamine probe; inhibition, % at 3.39 µM; 340,000 tested, 0.28% active;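 active = inhibition above the screen-wide average of all tested compounds plus 3 SD, cut at about 25% in these data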;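 note: 0% = enzyme with DMSO only and 100% = wells lacking PAFAH1B3 protein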
The depositor's hits bear a star; . = not tested or not shown; & = joins results of further samples. An excerpt. The share of hits here may be higher or lower than overall.

SMILES	GSTO1 inh	PAFAH1B2 FP inh	PREPL inhibitor	PAD4 inh	LYPLA2 counter	PAFAH2 inh	pPAFAH inh	LYPLA1 counter	PAFAH1B3 FP inh
COC(=O)C1=C(C)Nc2nc(SCc3ccccc3)[nH]c(=O)c2C1c1cccs1 (stereo unspecified)	5	8	2	4	-9	-14	6	-4	-4
CC(C(=O)NCc1ccccc1)N1C(=O)c2ccccc2C1=O (stereo unspecified)	-5	4	12	2	-2	4	2	-1	12
O=C1CCC(C(=O)N2CCCCO2)CN1Cc1cccc(F)c1 (stereo unspecified)	3	6	-3	-3	-3	1	6	-1	7
O=C(COC(=O)CCCN1C(=O)c2ccccc2C1=O)Nc1cc(Cl)cc(Cl)c1	-5	2	-6	-6	-9	-1	2	-9	2
COC(=O)c1ccc2ccccc2c1OC1OC(CO)C(O)C(O)C1NC(C)=O (stereo unspecified)	2	3	-8	-2	1	8	0	-2	-1
COc1cccc2sc3cc(C#CC4(O)CCCCC4)ccc3c(=O)c12	.	-6	-1	-5	.	-15	1	.	-1
CC1CCC(C(C)C)C(OC(=O)Cn2c(-c3ccc(Br)cc3)[n+](C)c3ccccc32)C1 (stereo unspecified)	-1&0	4&-2	49*	-2&0	-1&5	4&3	4&8	-1&5	3&7
N#CCC(=O)Nc1ccc(C(=O)OCC(=O)NCc2ccc3c(c2)OCO3)cc1	.	-10	7	0	-2	4	12	-9	-3
CC1(C)COC(c2cc([N+](=O)[O-])ccc2Cl)=N1	7	0	2	2	1	8	-6	0	-1
Cc1cc2c(cc1S(=O)(=O)N1CCCC1)n(C)c(=O)c(=O)n2C	16	6	-5	-2	-3	7	-3	1	7
COc1cccc(C(=O)Nc2cc(C(=O)NCc3ccc(C)cc3)ccc2N2CCC3(CC2)CC(c2ccccc2)=NO3)c1	3	-3	2	-1	-11	-20	0	-3	-3
CCC(C)N1CCN(S(=O)(=O)c2ccc(NC(C)=O)cc2)CC1 (stereo unspecified)	-7	3	9	0	7	-2	0	1	8
O=C(COC(=O)C12CC3CC(CC(C3)C1)C2)Nc1ncc(Cl)cc1Cl	-6	14	5	-2	-3	43*	21	5	4
O=C(COC(=O)c1cncc(Br)c1)Nc1nnc(-c2ccccc2)o1	8	10	-2	-3	1	4	9	-4	7
O=C(OCC(=O)N1CCN(C(=O)c2ccco2)CC1)c1cccc(F)c1	.	3	1	1	-3	4	1	0	-1
COc1cc(C)ccc1OCc1cc(C(=O)N2C[C@H]3CC[C@H]2C3)no1	0	4	8	-1	-8	4	1	0	10
C#CCN1C(=O)C(O)(CC(=O)c2ccc3c(c2)OCCO3)c2ccccc21 (stereo unspecified)	6	1	-2	0	-5	9	-2	0	5
CC(=O)Oc1ccc(C)cc1N1C(=O)c2ccc(C(=O)O)cc2C1=O	9	2	-3	-2	2	16	2	2	-8
C/C(=N\NC(=O)c1ccc(C(=O)N/N=C(\C)c2ccco2)o1)c1ccco1	4	2	16	-7	-9	1	-17	-9	6
CCN1CCc2nc3ccccc3c(C(=O)Nc3ccc(F)cc3)c2C1	-1	1	-15	0	-3	-4	2	1	2
O=C(Nc1cc(F)ccc1F)c1cccc(-n2cnnn2)c1	5	0	1	-10	-1	-1	-3	0	-2
CCN(CC)CCn1c(SCC(=O)NCc2ccccc2)nc2c(sc3ccccc32)c1=O	19	4	-14	-1	2	5	3	-1	3
Cn1ccnc1SCC(=O)c1ccc(O)cc1	3	4	-8	-2	-2	3	-3	-4	5
CCC(Oc1ccccc1OC)C(=O)Nc1ccc2c(c1)OCCO2 (stereo unspecified)	-1	1	4	-4	3	-9	-1	1	8
COC(=O)c1sc(=S)n(-c2ccccc2OC)c1N	-3	3	2	-2	-5	4	-1	-1	5

(continued)
SMILES	GSTO1 inh	PAFAH1B2 FP inh	PREPL inhibitor	PAD4 inh	LYPLA2 counter	PAFAH2 inh	pPAFAH inh	LYPLA1 counter	PAFAH1B3 FP inh
O=C(NC(=S)Nc1ccccc1)c1cccs1	0	4	3	-6	-4	0	-6	0	5
CCOC(=O)c1cc(-c2ccc(C#N)cc2)nc2c1c(C)nn2CCC#N	-12	-10	4	-11	2	2	-5	-4	4
Cc1ccc(S(=O)(=O)NCCC(=O)N2CCN(C/C=C/c3ccccc3)CC2)cc1	.	2	24	3	3	-2	2	-5	6
COC(=O)c1ccc(C)c(-n2c(C)cc(C=O)c2C)c1	1	-2	1	3	-3	3	4	-1	9
CCc1nnc(NC(=O)CSc2nnc(-c3ccc(NS(=O)(=O)c4ccccc4)cc3)o2)s1	9	-1	-2	1	5	9	10	-1	3
Cc1ccc2c(c1)C(c1ccccc1)N(C(=O)c1ccc(S(=O)(=O)N3CCOCC3)cc1)CC(=O)N2 (stereo unspecified)	1	-1	0	-3	3	-9	6	0	7
O=C(c1ccccc1Br)N1CCN(Cc2ccc3c(c2)OCO3)CC1	2	2	18	-3	8	-1	10	-1	8
COc1ccc(N2CCN(CCNC(=O)Nc3cccc(C)c3C)CC2)cc1	6	4	10	3	8	-5	3	4	11
COc1cccc(-c2c(C(=O)N/N=C(\C)c3ccco3)nnn2-c2nonc2N)c1	-1	0	-1	4	4	-9	2	3	4
Cc1cc(C)nc(NS(=O)(=O)c2ccc(NC(=O)CSc3nc(-c4ccccc4)c(C#N)c(=O)[nH]3)cc2)n1	-26	6	-24	-5	1	9	2	2	9
C1=C(c2ccccc2)Nc2nnnn2C1	3	3	1	0	2	7	-3	2	11
COc1ccc(NC(=O)CS(=O)c2cccc(Cl)c2)cc1 (stereo unspecified)	5	-1	-5	-4	5	2	5	0	10
C=CCn1cc(/C=C2/NC(=O)NC2=O)c2ccccc21	5	-1	10	-2	-1	-1	0	2	5
COc1cccc(NC(=O)C2CCC(CNS(=O)(=O)c3cccs3)CC2)c1 (stereo unspecified)	-8	0	-1	-4	1	1	1	-6	1
O=C(NNC1=C(C(=O)C(F)(F)F)CCC1)c1ccncc1	-3	6	-1	1	-5	7	-4	-4	11
CCSc1ncc(/C=N/Nc2ccc(F)cc2)n1C	1	1	17	2	5	5	5	2	9
Cc1ccc(C(=O)OCC(=O)N(C)C2CCS(=O)(=O)C2)cc1[N+](=O)[O-] (stereo unspecified)	4	6	2	-1	1	4	4	2	6
Cc1nn(C)c(=O)n1-c1ccccc1	-3	-1	-2	-3	-2	1	-6	1	-1
CCOC(=O)c1cnc(-c2ccccc2)nc1Oc1ccc(Cl)cc1	-1	5	-2	-6	1	5	3	-1	2
O=C1c2ccccc2NC(c2cccc([N+](=O)[O-])c2)N1CCc1ccccc1 (stereo unspecified)	7	7	1	2	0	8	1	-3	6
COc1ccc(C(=O)C2CCCN(C(=O)c3csc(C(C)=O)c3)C2)c(C)c1 (stereo unspecified)	7	0	8	-4	-5	3	7	-1	1
CCCc1nc2ccccc2n1CCOC	-2	0	0	-6	-2	-8	0	-2	1
Cc1ccc(C(=O)Oc2oc(-c3ccco3)nc2C=Nc2ccc(Cl)cc2)cc1	4	-1	1	2	-6	41*	10	-4	-3
CC1CCN(C(=O)c2ccc(N3C(=O)C4CCC(C)CC4C3=O)cc2)CC1 (stereo unspecified)	3	4	2	-5	-1	5	-5	-1	6
O=C(CSc1nnc(-c2ccccn2)o1)Nc1ccccc1F	-4	2	-3	1	-2	1	0	-2	2

Later entries:
SMILES	GSTO1 inh	PAFAH1B2 FP inh	PREPL inhibitor	PAD4 inh	LYPLA2 counter	PAFAH2 inh	pPAFAH inh	LYPLA1 counter	PAFAH1B3 FP inh
Cc1ccc(NNC(N)=S)cc1Cl	-2	2	-10	7	-2	3	-5	-6	5
CC(C)NC(=O)N(C)C[C@H]1Oc2c(NC(=O)c3ccc(-c4nccs4)cc3)cccc2C(=O)N([C@@H](C)CO)C[C@H]1C	.	6	11	-3	.	4	3	.	-1
Cn1c(-c2ccsc2)c(-c2cccs2)c2cc(Br)ccc21	.	1	15	-1	-3	-5	5	0	2
CN(CCc1ccccn1)C(=O)CCC1CCCN(C(=O)c2c3c(nn2C)CCCC3)C1 (stereo unspecified)	3	-1	4	-2	1	6	-1	-1	3
CC1(C)[C@H]2CC=C(CN3CCC(N4CCC(C(=O)N5CCCC5)CC4)CC3)[C@@H]1C2	5	-2	12	-5	-1	5	-9	3	-5
O=C(CNC(=O)c1ccccc1)Nc1cccc(C(F)(F)F)c1	-9	6	-5	3	-5	-1	-10	-5	5
CCCSc1nc2ccccc2n1CC(=O)O	1	4	0	7	3	1	-1	-2	-3
CC(C)(C)c1ccc(C(=O)COC(=O)CN2C(=O)NC3(CCCC3)C2=O)cc1	22	-4	8	1	12	3	4	-2	1
CC1CCCC(C)N1C(=O)COC(=O)c1ccc(Br)o1 (stereo unspecified)	.	10	7	0	.	3	1	.	-2
CC(=O)NCCC(=O)N1CCCC(CNC(=O)c2ccc(-c3ccccc3)cc2)C1 (stereo unspecified)	6	0	30	0	0	5	4	4	0
COc1ccc(Cc2nnc(NC(=O)Cn3cnc4c3c(=O)n(C)c(=O)n4C)s2)cc1	-10	6	-5	-1	2	4	5	-2	-2
COc1cc(NS(=O)(=O)c2ccc(NC(=S)NC(=O)c3ccco3)cc2)nc(OC)n1	5	4	-1	-1	2	0	1	5	8
Cc1nnc2ccc(-c3cccc(NC(=O)c4ccco4)c3)nn12	1	8	0	4	9	7	2	5	12
CC(C)CC(=O)N=C1SC2CS(=O)(=O)CC2N1CCc1ccccc1 (stereo unspecified)	4	-1	2	4	0	-1	2	-3	5
CCOc1ccccc1NC(=O)CNC(=O)Cc1ccccc1	3	3	8	-5	4	3	2	3	1
Cc1ccccc1-c1nc(-c2ccc(Br)o2)no1	-7	0	3	-2	8	0	4	4	10
CCc1cc2c(=O)c(-c3cscn3)coc2cc1O	-5	-3	4	-5	3	0	2	1	12
Cc1ccc(S(=O)(=O)N(C)C)cc1NC(=O)CN1C(=O)NC(Cc2c[nH]c3ccccc23)C1=O (stereo unspecified)	7	8	18	1	0	-2	1	-2	-2
N#Cc1c(-c2ccccc2)nc(SCC(=O)N2c3ccccc3Sc3ccccc32)[nH]c1=O	-46	24*	-18	-4	-7	-13	3	-9	-9
COc1ccc(CCn2cc(C#N)c(=O)[nH]c2=O)cc1OC	-1	7	0	-6	-3	4	-3	-2	2
Cc1ccc(OCCC(=O)OCC(=O)NC(=O)NCc2ccccc2)cc1	-4	5	-15	-1	-1	2	16	-2	-4
C/C(=N\NC(=O)c1cccc(C)c1)c1cccc(NC(=O)c2ccco2)c1	-8	5	12	2	-5	-10	-3	-3	1
C[C@H]1CN(S(=O)(=O)c2c(F)cccc2F)CCN1S(=O)(=O)c1ccc2c(c1)OCCO2	.	-2	21	4	.	-3	-2	.	0
O=C(Nc1cc(Cl)c(Cl)cc1Cl)c1cccnc1	4	-4	1	-5	3	1	3	2	4
